# MBD2 DNA inh: inhibitors of MBD2 binding to methylated DNA, primary screen, biochemical, TR-FRET, DNA-binding domain, human; MBD2 binding to methylated oligonucleotide; inhibition, % at 4.4 µM; 370,000 compounds, 0.31% hits; Methyl-CpG-binding domain protein 2 (Homo sapiens), Q9UBB5; in the data active = inhibition above about 13%
# TCR-CD3 inh: inhibitors of human TCR-CD3 interaction, primary screen, biochemical, fluorescence, TAMRA-labeled TCR probe | T-cell receptor (TCR) | inhibition, % at 9.4 µM | 360,000 compounds, 0.37% hits | AID 651800, 2012; in the data active = inhibition above about 19%;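 note: recombinant mutant TCR 2C K166C tagged with TAMRA read by polarization; 0% = receptor in buffer alone and 100% = receptor with positive control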
# NR1D1 modulator: modulators of Rev-erb alpha DNA binding, primary screen, biochemical, FITC-DNA, fluorescence polarization, uHTS | Nuclear receptor subfamily 1 group D member 1 (Homo sapiens), P20393 | Rev-erbα–FITC-DNA binding, 90 min | activity, % at 10 µM | 370,000 compounds, 0.79% hits | AID 1259318, 2017;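 active = activity above about 14%, limit read from the data; passing the limit was not always enough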;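 note: 0% = DMSO wells with 35 nM protein and 100% = DMSO wells with 750 nM protein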
# HTRA1 inh: HTRA1 serine protease inhibitors, primary screen, biochemical, fluorescence polarization, HTS; Q92743; recombinant HTRA1, FP-rhodamine activity-based probe; inhibition, % at 5.96 µM; 340,000 compounds, 0.5% hits; in the data active = inhibition above about 36%;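 note: 0% = enzyme with DMSO and 100% = wells lacking enzyme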
# Target sequence (Q92743 whole entry, looked up): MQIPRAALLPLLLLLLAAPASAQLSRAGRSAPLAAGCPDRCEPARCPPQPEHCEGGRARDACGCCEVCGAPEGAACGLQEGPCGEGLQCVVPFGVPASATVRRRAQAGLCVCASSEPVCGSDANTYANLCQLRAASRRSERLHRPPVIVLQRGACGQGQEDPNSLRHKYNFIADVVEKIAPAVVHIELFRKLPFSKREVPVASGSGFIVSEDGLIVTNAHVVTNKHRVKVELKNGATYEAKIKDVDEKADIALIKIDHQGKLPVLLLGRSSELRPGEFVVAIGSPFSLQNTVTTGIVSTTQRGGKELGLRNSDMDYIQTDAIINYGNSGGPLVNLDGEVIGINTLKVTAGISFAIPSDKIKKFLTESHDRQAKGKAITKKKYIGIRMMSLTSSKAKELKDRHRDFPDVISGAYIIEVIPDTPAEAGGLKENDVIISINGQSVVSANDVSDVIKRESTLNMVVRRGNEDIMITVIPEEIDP
# PG9 binder: binders of HIV-1 gp120 antibody PG9, primary screen, biochemical, TR-FRET | HIV-1 gp120 / PG9 antibody interaction | TR-FRET gp120-PG9 antibody binding | inhibition, % at 6.7 µM | 360,000 compounds, 0.43% hits; in the data active = inhibition above about 8.5%
# UHRF1 MBD2 ctr: UHRF1 methylated DNA binding inhibitors, primary screen, counter-screen for MBD2 inhibitor project, biochemical, TR-FRET, human UHRF1, single concentration | E3 ubiquitin-protein ligase UHRF1 (Homo sapiens), Q96T88 | UHRF1 binding to methylated oligo | inhibition, % at 4.4 µM | 370,000 compounds, 0.75% hits | AID 687016, 2013; in the data active = inhibition above about 21%;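 note: UHRF1 SRA domain binding a hemimethylated CpG hairpin DNA probe; 0% = median of test compound wells and 100% = reference inhibitor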
# LEDGF integ inh: blockers of LEDGF/p75-dependent integrase strand transfer – biochemical, TR-FRET, high throughput, primary screen | 370,000 compounds, 0.64% hits | inhibition, % at 3.7 µM | AID 743269, 2014 | TR-FRET IN-LEDGF/p75 DNA integration, Eu/Cy5;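 active = inhibition above the screen-wide mean plus 3 SD, cut at about 13% in these data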;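 note: signal is the Cy5 over europium emission ratio at 671 and 618 nm; 0% = plate median of compound wells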
# rCAG RNA binder: binders of r(CAG) RNA repeats, primary screen, biochemical, fluorescence; r(CAG) RNA repeat, TO-PRO-1 dye displacement fluorescence; inhibition, % at 3 µM; 370,000 compounds, 1.3% hits;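 active = inhibition above the plate cutoff, the mean of all test compounds on that plate plus 3 SD, cut at about 35% in these data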;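 note: 0% = DMSO alone and 100% = 100 µM mitoxantrone as full dye displacement; higher means more dye released from RNA so lower well fluorescence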
# PRMT1 FP inh: PRMT1 methyltransferase inhibitors, primary screen, biochemical, fluorescence polarization | inhibition, % at 2.79 µM | 370,000 compounds, 1.3% hits | recombinant PRMT1, activity-based probe fluorescence polarization;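 active = inhibition above about 21% made by adding two undisclosed values, limit read from the data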
# Target sequence (Q99873 whole entry, looked up): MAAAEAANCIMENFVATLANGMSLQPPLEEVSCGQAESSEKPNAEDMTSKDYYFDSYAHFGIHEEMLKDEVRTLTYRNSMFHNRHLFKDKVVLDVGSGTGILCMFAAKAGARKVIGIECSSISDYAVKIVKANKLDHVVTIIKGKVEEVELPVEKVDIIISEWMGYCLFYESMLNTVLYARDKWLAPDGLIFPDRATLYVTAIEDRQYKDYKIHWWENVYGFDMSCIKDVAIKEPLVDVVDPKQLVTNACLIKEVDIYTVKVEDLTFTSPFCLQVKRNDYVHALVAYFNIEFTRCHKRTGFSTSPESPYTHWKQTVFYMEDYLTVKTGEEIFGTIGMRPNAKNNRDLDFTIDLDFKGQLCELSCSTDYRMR
# mABHD4 FP: ABHD4 inhibitors, primary screen, biochemical, fluorescence polarization, mouse; inhibition, % at 8.92 µM; purified mABHD4, FP-Rh probe fluorescence polarization; 370,000 compounds, 0.54% hits; (Lyso)-N-acylphosphatidylethanolamine lipase (Mus musculus), Q8VD66;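 active = inhibition exceeding the mean over every tested compound plus 3 SD, cut at about 30% in these data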;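 note: 0% = plate median of compound wells and 100% = S159A mutant with DMSO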
#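 assay system = mABHD4 protein | compound dosing = single nominal dose of 8.92 µM, 0.89% DMSO final | read-out basis = percent inhibition of probe binding, normalized to plate controls | schedule = Enzyme–compound pre-incubation 45 min, then probe 60 min, both 25 °C | detection = fluorescence polarization, excitation 525 nm, emission 598 nm, BODIPY TMR filters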
# Numbers without * were called inactive; / = not tested or not shown. This is a subset, so the mix of outcomes need not match the whole.
structure,MBD2 DNA inh,TCR-CD3 inh,NR1D1 modulator,HTRA1 inh,PG9 binder,UHRF1 MBD2 ctr,LEDGF integ inh,rCAG RNA binder,PRMT1 FP inh,mABHD4 FP
O=C(CSc1nc2ccccc2[nH]1)N/N=C/C=C/c1ccccc1[N+](=O)[O-],5,2,0,-5,-0.7,2,1,1,-2,-1
Cc1c(C(=O)Nc2ccccc2)sc2ncn(CC(=O)N3CCCCC3)c(=O)c12,-2,7,2,0,-1.3,-1,-2,3,-4,-1
CCOC(=O)c1c(C)[nH]c(C)c1S(=O)(=O)N(C)CC(=O)Nc1ccccc1,0,0,8,6,0.1,8,1,-3,-3,-2
CCOc1cc2[nH]c(=S)n(C3CC3)c(=O)c2cc1OCC,2,-5,6,5,-0.9,0,-9,-3,3,1
Cn1cccc1CN1CCC[C@]2(N[C@H](c3ccccc3)[C@@H]3C(=O)N(Cc4ccccc4)C(=O)[C@@H]32)C1=O,-5,-5,11,-10,0.1,-4,0,10,4,7
CC(NC(=O)c1ccco1)c1cccc2ccccc12 (stereo not drawn),-1,0,4,-11,-2.8,-1,0,-3,-3,9
COc1ccc(-c2cc3nc(C)cc(-c4ccc(OC)cc4)n3n2)cc1,3,-3,0,-60,0.2,1,11,7,5,-23
O=C(N/N=C/c1c(O)ccc2ccccc12)Nc1ccccc1,5,4,-6,/,0.2,15,0,12,-2,29
O=C(N/N=C/C1CCCCC1)c1cc(Cl)ccc1O,2,3,-1,21,-0.4,1,5,2,1,8
Cc1ccc(CCNC(=O)c2nc(CS(=O)(=O)c3ccc(Cl)cc3)no2)cc1,-2,5,0,-6,0.1,-2,5,-3,-4,-3
CCOC(=O)C1CCc2nc3ccccc3c(=O)n21 (stereo not drawn),5,7,-1,-4,0.8,-3,0,0,0,-3
Cn1c2c(c(=O)n(C)c1=O)CN(Cc1ccc(F)cc1)CN2,-3,-4,-6,0,-0.8,-2,5,-1,2,5
Fc1ccccc1/C=C1\CCCC2=C1Nc1nnnn1C2c1ccccc1F (stereo not drawn),1,2,2,-5,2.9,-3,-2,4,1,2
CCc1ccc(NC(=O)CSc2nnc(C3CC3)n2CC2CCCO2)cc1 (stereo not drawn),-1,2,5,1,-1.2,0,-3,-6,1,0
CCOc1ccc(CNS(=O)(=O)c2c(C)nc3sccn3c2=O)cc1OC,-2,1,3,3,3.7,0,-2,2,0,5
C=CCN1CN(S(=O)(=O)c2ccc(OC)cc2)c2nc3ccccc3nc21,-4,13,5,-19,-0.1,1,-1,7,6,10
Cc1c(NS(=O)(=O)c2cc(NC(=O)CCN3CCCC(C)C3)ccc2Cl)c(=O)n(-c2ccccc2)n1C (stereo not drawn),2,-12,2,-1,0.5,3,-2,0,3,1
COc1cc(C(=O)N2CCN(C(=O)c3ccco3)CC2)c([N+](=O)[O-])cc1OC,3,-11,2,3,1.7,3,-3,-3,2,2
OCCN1CCOCCN(CCO)CCOCC1,-5,-6,0,-2,-0.2,5,1,1,1,6
O=C(N/N=C/c1cccnc1)c1ccco1,-1,4,0,7,-3.4,1,1,0,4,4
COC(=O)c1ccc(C(=O)OC)c(NC2=NS(=O)(=O)c3ccccc32)c1,7,7,21*,3,2.3,18,1,0,-1,-1
NC(=O)NC(=O)COC(=O)CN1C(=O)C2CCCCC2C1=O (stereo not drawn),-3,1,-1,6,0.8,2,-3,1,-2,4
CCN(CC)C(=O)c1ccc(C(=O)c2c(C)cc(C)cc2C)cc1,-2,12,-7,-3,2.0,1,4,-5,-1,11
Fc1ccc(CN2CC[C@H]3C=CCc4cccc(c43)C2)cc1,1,-7,-5,-8,0.3,-2,-4,-7,1,-2

# Some entries already given, showing only mABHD4 FP and HTRA1 inh:
SMILES | mABHD4 FP | HTRA1 inh
Fc1ccc(CN2CC[C@H]3C=CCc4cccc(c43)C2)cc1 | -2 | -8
CCN(CC)C(=O)c1ccc(C(=O)c2c(C)cc(C)cc2C)cc1 | 11 | -3

# Other structures:
structure,MBD2 DNA inh,TCR-CD3 inh,NR1D1 modulator,HTRA1 inh,PG9 binder,UHRF1 MBD2 ctr,LEDGF integ inh,rCAG RNA binder,PRMT1 FP inh,mABHD4 FP
CCC1CCCCN1CCN1C(=O)C2C(C(=O)Nc3ccc(OC)cc3)C3C=CC2(O3)C1C(=O)NC1CCCCC1 (stereo not drawn),6,-8,-3,7,0.1,-1,-1,4,7,1
O=C(Cc1ccccc1)Nc1ccc2oc(=O)ccc2c1,-6,2,0,1,0.8,-5,-1,-2,-2,-2
NC(=O)COC(=O)[C@H](Cc1ccccc1)NS(=O)(=O)c1ccc2c(c1)OCCO2,4,3,5,-5,0.1,-3,0,2,0,4
O=C(NCCc1ccccc1)C(=O)NC1CCCCC1,-5,5,-2,-5,-0.8,3,0,1,-3,1
O=C(O)CCC(=O)NNC(=O)CCCOc1ccc(Cl)cc1Cl,0,1,-2,2,-2.2,-1,2,0,0,1
Cc1cc(C(F)F)n2nc(C(=O)Nc3ccccc3F)nc2n1,2,5,-8,-4,-2.6,-2,-3,1,-3,-3
[O-][n+]1onc2c1C(N1CCOCC1)CCC2N1CCOCC1 (stereo not drawn),-3,1,-5,4,-0.6,-1,2,0,-1,-7
Cc1[nH]c2ccccc2c1SCC(=O)Nc1nccs1,4,-8,5,4,-0.8,1,-6,1,3,3
CC(=O)N1CCN(C(=O)c2ccc(NS(=O)(=O)c3ccc4[nH]c(=O)[nH]c4c3)cc2)CC1,-1,-5,-2,-4,1.6,0,-11,-1,6,9
CCc1nc2ccc(C(=O)N3CCCC(C(N)=O)C3)cn2c1N(CCC(C)C)CCN(C)C (stereo not drawn),-1,-2,10,/,0.6,-2,1,-2,0,-3
COc1cc(S(=O)(=O)Nc2ccc(C)cc2)ccc1N=Cc1c(C)[nH]n(-c2ccccc2)c1=O,-2,-3,-5,-88,-2.2,-8,-3,21,1,-15
CCOC(=O)C1=C(COC(=O)/C=C/c2ccccc2F)NC(=O)NC1C (stereo not drawn),3,-3,4,-9,-2.3,0,-2,-8,2,2
NCCSc1c(-c2ccccc2)[nH]c2ccccc12,-7,-3,-1,-16,0.1,0,0,11,0,18
Nc1ccc2c(c1)C(=NO)c1cc([N+](=O)[O-])ccc1-2,-4,-49,3,10,-2.8,-2,0,11,4,6
Cc1ccc(NC(=S)NNC(=O)Cn2nc(C(F)F)cc2C(F)F)cc1,-2,7,-1,7,0.4,-2,2,2,2,1
COc1ccccc1NC(=O)C(C)N(C)CCOc1ccccc1 (stereo not drawn),0,-3,-4,0,-1.4,-1,-4,-4,-5,-1

# Next section (5 carried over from the part before).
structure,MBD2 DNA inh,TCR-CD3 inh,NR1D1 modulator,HTRA1 inh,PG9 binder,UHRF1 MBD2 ctr,LEDGF integ inh,rCAG RNA binder,PRMT1 FP inh,mABHD4 FP
CCOC(=O)C1=C(COC(=O)/C=C/c2ccccc2F)NC(=O)NC1C (stereo not drawn),3,-3,4,-9,-2.3,0,-2,-8,2,2
NCCSc1c(-c2ccccc2)[nH]c2ccccc12,-7,-3,-1,-16,0.1,0,0,11,0,18
Nc1ccc2c(c1)C(=NO)c1cc([N+](=O)[O-])ccc1-2,-4,-49,3,10,-2.8,-2,0,11,4,6
Cc1ccc(NC(=S)NNC(=O)Cn2nc(C(F)F)cc2C(F)F)cc1,-2,7,-1,7,0.4,-2,2,2,2,1
COc1ccccc1NC(=O)C(C)N(C)CCOc1ccccc1 (stereo not drawn),0,-3,-4,0,-1.4,-1,-4,-4,-5,-1
COc1ccc(N2CCN(C3CCCN(C(=O)CN4CCCCC4=O)C3)CC2)cc1 (stereo not drawn),10,5,1,-1,-1.4,0,-3,-5,-1,3
COC(=O)CCCC(=O)Nc1c(F)c(F)c(F)c(F)c1F,0,4,1,10,2.4,9,-1,-2,0,-10
COc1cc(/C=N/NC(=O)C2(O)c3ccccc3-c3ccccc32)ccc1O,-2,1,-5,7,-2.9,0,1,3,-1,-1
CCCCn1nc(C(=O)Nc2ccc(-n3cnnn3)cc2)c2ccccc2c1=O,-7,-7,8,7,1.9,1,2,3,2,-1
CCCn1c(N2CCN(S(=O)(=O)Cc3ccccc3)CC2)nc2ccccc21,0,3,6,-7,-2.5,-3,2,-5,1,7
Cc1nnc(SCC(=O)NC2CCS(=O)(=O)C2)n1-c1ccccc1 (stereo not drawn),1,9,-2,6,1.1,-2,2,0,-1,-6
Cc1c(NC2=C(Cl)C(=O)N(c3ccccc3Cl)C2=O)c(=O)n(-c2ccccc2)n1C,0,3,-3,8,-1.0,3,1,9,9,5
Cc1ccc(C)c(NC(=O)C(=O)NCCc2c[nH]c3ccccc23)c1,1,-5,-3,-10,0.6,0,-1,1,3,-3
COc1ccc(NC(=O)CN(C)C(=O)C2CC(=O)N(Cc3ccc(C)cc3)C2)cc1 (stereo not drawn),-6,-9,4,2,-0.6,1,1,-4,-3,-5
CCN(CC)CCCNC(=O)C1c2ccccc2Oc2ccccc21,2,6,5,0,-0.4,0,2,-2,-5,3
Cc1nc(NCc2cccnc2)c2c3c(sc2n1)CCCC3,-6,3,-3,/,0.3,-1,0,-6,-2,-3
O=C(NNC1=NCCC1)c1cccc(Br)c1,4,-2,/,0,0.6,-1,0,-2,3,8
C=CCn1c(NCc2c[nH]c3ccccc23)nc2ccccc21,4,4,2,-1,1.4,-4,0,3,-2,-2
COC(=O)C1=NNC2(c3ccc(C)cc3)C(=O)N(c3ccc(C)cc3)C(=O)C12 (stereo not drawn),6,2,-4,2,-0.5,1,3,-5,0,-1

# Screening data (PubChem BioAssay)
